NPY Y1 blocker – NPY-Y1 (human) receptor antagonism; P25929; HEK293-CNG Y1 cells, membrane potential fluorescence; NPY at EC95, then isoproterenol; inhibition, % at 3.6 µM; 200,000 compounds, 1% hits;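 active = inhibition above the campaign mean inhibition of all tested compounds plus 3 SD, cut at about 20% in these data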;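 note: 0% = DMSO wells given NPY plus isoproterenol and 100% = isoproterenol alone without NPY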
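Test system: HEK293 cells co-expressing NPY Y1 receptor and cyclic-nucleotide gated channel; Also added: NPY (25 nM), isoproterenol (1 µM), Ro 20-1724 (25 µM); Compound dosing: one concentration, 3.6 µM, in 0.4% DMSO; Timing: dye 3 h, compound 60 min room temperature, stimulation 45 min; Technique: Membrane-potential fluorescent dye readout.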
RBBP9 inh – human RBBP9 hydrolase inhibition. O75884. recombinant RBBP9, FP-Rh probe fluorescence polarization. inhibition, % at 7.94 µM. 220,000 compounds, 0.2% hits. AID 1515;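 active = inhibition above the campaign mean of all tested compounds plus 3 SD, cut at about 14% in these data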;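 note: plate controls were DMSO wells with RBBP9 for no effect and wells lacking RBBP9 protein for full effect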
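Test system: recombinant human RBBP9. Quantity: 2.5 µM RBBP9 dispensing solution, before mixing. Detection: FP readout at 525/598 nm. Reagent: Serine-hydrolase probe FP-Rh, 375 nM pre-mixing. Measure: % inhibition. Control set: DMSO-treated enzyme wells and wells lacking RBBP9. Buffer or medium: Tris-NaCl-Pluronic buffer, pH 8.0. Times: preincubation 30 min plus labeling 45 min at 25 °C.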
Hck-Nef inh – inhibitors of human Hck kinase activated by Nef; inhibition, % at 20 µM; Recombinant Hck-YEEI plus Nef, Z-Lyte FRET kinase assay; P08631; 220,000 compounds, 0.68% hits;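 active = Hck-Nef kinase inhibition above about 50%, limit read from the data; inactive = inhibition below that limit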;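 note: 0% = DMSO with Hck plus Nef and 100% = Hck alone without Nef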
Target sequence (P08631 whole entry, looked up): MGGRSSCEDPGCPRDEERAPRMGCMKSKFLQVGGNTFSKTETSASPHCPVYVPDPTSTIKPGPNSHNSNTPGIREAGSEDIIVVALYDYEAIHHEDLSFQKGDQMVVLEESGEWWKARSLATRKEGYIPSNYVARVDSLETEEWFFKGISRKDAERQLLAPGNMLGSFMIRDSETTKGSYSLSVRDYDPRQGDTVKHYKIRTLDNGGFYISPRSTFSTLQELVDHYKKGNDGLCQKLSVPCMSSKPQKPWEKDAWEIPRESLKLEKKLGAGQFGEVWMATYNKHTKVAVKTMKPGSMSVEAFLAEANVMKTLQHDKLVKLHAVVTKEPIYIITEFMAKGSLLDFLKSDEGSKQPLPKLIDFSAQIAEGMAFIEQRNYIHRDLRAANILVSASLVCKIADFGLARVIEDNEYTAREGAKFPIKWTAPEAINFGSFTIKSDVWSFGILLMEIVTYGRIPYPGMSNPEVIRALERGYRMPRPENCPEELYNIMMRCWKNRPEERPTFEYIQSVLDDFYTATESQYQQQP
Runt-SMMHC FRET – Runt domain-CBFb-SMMHC interaction inhibition; 220,000 compounds, 0.74% hits; AID 1434; Q01196+Q13951; inhibition, % at 20 µM; Cerulean-Runt/Venus-CBFb-SMMHC FRET ratio 530/480, 1 h;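 active = mean inhibition across duplicate retests at 20 µM reaching about 50%, limit read from the data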;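 note: 0% = DMSO wells and 100% = wells with excess untagged CBFb-SMMHC; inhibitors lower the FRET ratio by blocking Runt binding to CBFb-SMMHC; some results filed as inactive read as strong as hits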
Runt-CBFb FRET – Runt domain-CBFb interaction inhibition; Q01196+Q13951; Cerulean-Runt/Venus-CBFb FRET ratio 530/480, 1 h; inhibition, % at 20 µM; 220,000 compounds, 0.46% hits; AID 1496;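 active = inhibition over about 50% at 20 µM in the single-dose screen, limit read from the data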;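 note: 0% = DMSO wells and 100% = excess unlabeled CBFb competitor control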
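Assay system: Cerulean-tagged RUNX1 Runt domain (FRET donor) fusion protein / Amount: 100 nM each of Venus-CBFb and Cerulean-Runt domain / Medium: Tris buffer pH 7.5 with salts and BSA / Also added: Venus-CBFb 100 nM / Schedule: 1 h complex formation plus 1 h compound treatment, room temperature / Signal: FRET fluorescence / Read-out: loss of energy transfer signal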
NPY-Y1 PAM-ag – human NPY-Y1 potentiation or agonism, primary screen; P25929; NPY-Y1 expressing cells, potentiator/agonist activation; activation, % at 3.6 µM; 220,000 compounds, 0.37% hits; in the data active = activation above about 33%, passing the limit was not always enough;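 note: cells stimulated with NPY at EC10 then isoproterenol at EC100; 0% = low agonist plus stimulus and 100% = saturating agonist plus stimulus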
NPY-Y2 PAM-ag – human NPY-Y2 potentiation or agonism, primary screen; P49146; cells expressing NPY-Y2, potentiator/agonist read-out; activation, % at 3.6 µM; 220,000 compounds, 0.45% hits; in the data active = activation above about 27%;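 note: cells stimulated with NPY near EC25 plus isoproterenol at EC100; 0% = vehicle plus submaximal agonist and 100% = vehicle plus saturating agonist; some results beyond the cut were filed as inactive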
p97 inhibitor – inhibitors of human p97 ATPase. AID 1481. recombinant p97 ATPase, Kinase-Glo ATP luminescence, 3 h. inhibition, % at 8 µM. 220,000 compounds, 0.42% hits; in the data active = inhibition above about 15%;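 note: 0% = DMSO vehicle and 100% = wells lacking enzyme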
Mdm2 ligase inh – blocks human Mdm2 ubiquitin ligase activity; Q00987; cell-based MDM2 ubiquitination luciferase reporter, 2 h; 0 = plate control, 100 = twice control, blank-subtracted; signal enhancement, % at 5 µM; 210,000 compounds, 0.11% hits;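 active = signal enhancement of 30% or more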;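 note: luminescence tracks abundance of the self-degrading MDM2-luciferase fusion protein; higher signal means inhibition of MDM2 E3 ligase activity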
Target sequence (Q00987 whole entry, looked up, the tested form may be a part): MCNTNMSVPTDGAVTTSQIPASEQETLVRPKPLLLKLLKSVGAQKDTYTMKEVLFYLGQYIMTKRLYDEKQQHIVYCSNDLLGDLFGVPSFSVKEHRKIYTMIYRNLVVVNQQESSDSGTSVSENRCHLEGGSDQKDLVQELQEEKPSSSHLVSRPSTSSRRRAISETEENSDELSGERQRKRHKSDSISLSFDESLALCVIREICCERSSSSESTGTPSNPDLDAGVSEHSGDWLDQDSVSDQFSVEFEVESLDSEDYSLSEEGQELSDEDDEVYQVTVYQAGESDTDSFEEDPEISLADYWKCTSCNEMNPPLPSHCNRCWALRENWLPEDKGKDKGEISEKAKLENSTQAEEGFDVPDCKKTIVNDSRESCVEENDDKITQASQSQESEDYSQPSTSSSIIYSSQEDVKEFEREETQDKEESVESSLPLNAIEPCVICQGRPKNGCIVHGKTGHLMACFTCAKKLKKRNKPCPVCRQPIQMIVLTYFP
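Material: stable MDM2–luciferase fusion reporter cells / Quantity: 2000 cells/well / Dosing: single 5 µM compound dose, 0.2% final DMSO / Buffer or medium: DMEM / Schedule: 4 h cell settling then 2 h compound exposure, 37 °C / Detection: luminescence with SteadyLite reagent, 15 min at room temperature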
An asterisk follows results filed as active; x = not tested or not shown.

SMILES	NPY Y1 blocker	RBBP9 inh	Hck-Nef inh	Runt-SMMHC FRET	Runt-CBFb FRET	NPY-Y1 PAM-ag	NPY-Y2 PAM-ag	p97 inhibitor	Mdm2 ligase inh
CCCNC(=O)CCC(NS(=O)(=O)c1ccc(C)cc1)C(=O)NCCC (stereo unspecified)	-6.3	5.4	5.8	-2.1	-0.7	-13.4	7.5	1.3	-0.4
CCCN1C[C@H](CSC)C[C@@H]2c3cccc4[nH]cc(c34)C[C@H]21	7.2	-6.0	2.3	-1.9	-1.7	-12.1	2.7	2.8	x
Cc1ccccc1NC(=O)c1ccc(NC(=O)C2CC(=O)OC23CCCCC3)cc1 (stereo unspecified)	-9.6	-7.9	-9.9	-0.9	2.3	26.5	11.6	-4.7	-92.8
C[C@@H]1CC[C@H](O)/C=C/C(=O)O[C@H](C)CC[C@H](O)/C=C/C(=O)O1	x	x	37.5	-1.1	0.3	x	x	x	-22.7
CCn1ncc(CNC(=O)CCSc2nc(-c3ccco3)cc(C(F)(F)F)n2)c1C	1.9	-6.4	6.6	1.6	-6.9	-15.7	-3.4	-2.8	-3.6
NC(=O)C1CCN(C(=O)CC2(CC(=O)O)CCCCC2)CC1	1.4	-3.3	34.1	1.4	-0.4	-6.9	7.3	2.9	-9.4
O=C(NCc1ccccc1)c1cc(-c2cccs2)on1	3.3	-4.1	2.1	-4.9	0.4	-12.5	3.9	2.9	4.6
CC(=O)c1ccc(NC(=O)CSC(=S)N2CCCC2)cc1	-10.2	-2.9	1.6	-4.5	2.1	18.6	28.3	3.7	-5.3
COCCOC(=O)C1=C(C)N=C2SCCC(=O)N2C1c1cccs1 (stereo unspecified)	5.2	-6.3	10.5	2.4	-1.2	-11.4	-16.8	1.4	-9.2
CC(c1nnc(SCC(=O)c2c(N)n(C)c(=O)n(C)c2=O)n1-c1ccc(Cl)cc1)N(C)C (stereo unspecified)	-0.6	-5.6	0.4	-5.0	-1.0	25.3	-2.9	1.1	-12.9
CCCc1[nH]nc2c1C1(CCN(C(=O)OCc3ccccc3)CC1)C(C#N)=C(N)O2	-10.2	-9.3	-1.1	42.5	8.5	-28.4	2.7	3.3	-19.0
COc1cc(C(=O)N/N=c2/sc3ccccc3n2C)cc(OC)c1OC	-2.9	0.7	1.7	-8.4	-1.5	-39.8	5.7	6.5	-2.3

2 records drawn at random from the list so far:
SMILES	NPY Y1 blocker	RBBP9 inh	Hck-Nef inh	Runt-SMMHC FRET	Runt-CBFb FRET	NPY-Y1 PAM-ag	NPY-Y2 PAM-ag	p97 inhibitor	Mdm2 ligase inh
COc1cc(C(=O)N/N=c2/sc3ccccc3n2C)cc(OC)c1OC	-2.9	0.7	1.7	-8.4	-1.5	-39.8	5.7	6.5	-2.3
NC(=O)C1CCN(C(=O)CC2(CC(=O)O)CCCCC2)CC1	1.4	-3.3	34.1	1.4	-0.4	-6.9	7.3	2.9	-9.4

Other results follow.
SMILES	NPY Y1 blocker	RBBP9 inh	Hck-Nef inh	Runt-SMMHC FRET	Runt-CBFb FRET	NPY-Y1 PAM-ag	NPY-Y2 PAM-ag	p97 inhibitor	Mdm2 ligase inh
CCCC1C2C(=O)N(c3ccc(OC)cc3)C(=O)C2ON1c1ccccc1 (stereo unspecified)	-3.0	-8.0	-2.2	0.7	0.5	-9.8	-8.0	-1.6	x
CC1CCN(S(=O)(=O)c2ccc(C(=O)NCc3ccco3)cc2)CC1	-0.9	-1.2	27.3	0.4	-0.6	-12.7	9.7	6.3	-0.6
Cc1ccc(OCCSCc2nnc(NC(=O)Nc3cccc(Cl)c3)s2)cc1	2.1	-2.1	1.0	-5.3	-0.6	-12.1	5.7	8.2	-5.3
COc1ccc(/C=N\NC(=O)c2cccc([N+](=O)[O-])c2)cc1Cn1cc([N+](=O)[O-])cn1	5.0	-13.5	7.6	-2.2	0.8	-9.2	-6.1	-5.1	-14.0
Cc1ccc(C)c(S(=O)(=O)N2CCN(C(=O)c3cnccn3)CC2)c1	-5.5	-7.7	0.3	0.5	-1.3	-4.2	-23.6	2.6	-11.2
O=C(CSc1nnc(CNc2ccccc2)o1)c1ccc2c(c1)OCCO2	6.3	-7.8	1.3	4.1	1.8	-24.2	-21.2	-0.2	-14.8
COc1ccc(C(=O)NCCSc2ccccc2)cc1OC	2.6	-5.6	6.6	0.9	-0.3	-10.0	-6.4	-0.9	-0.6
O=C(NCCN1CCCCC1)c1ccco1	-1.1	-3.5	8.3	-2.7	-4.7	-13.9	-13.2	-2.8	-8.1
CC1C(=O)C(C)C(c2ccc([N+](=O)[O-])cc2)NC1c1ccc([N+](=O)[O-])cc1 (stereo unspecified)	-1.9	-1.2	17.3	x	x	-2.9	0.7	1.6	17.2
CCOC(=O)Cc1csc(NC(=O)c2sc3nc4c(C)cc(C)cc4cc3c2N)n1	6.1	-10.3	10.4	6.7	-6.3	-10.4	-12.7	-3.9	-10.1
COc1ccc(OC)c2sc(NC(=O)c3ccc(S(=O)(=O)N(C)C)cc3)nc12	-2.6	-3.2	-0.1	-3.0	1.8	34.2*	-3.0	3.5	-19.9
Cc1ccc(-n2c(SCn3nnc4ccccc4c3=O)nnc2-c2cccnc2)c(C)c1	-3.1	-6.0	6.3	-4.2	-0.6	2.2	1.0	0.8	8.3
CCCCn1c(SCC(=O)Nc2nnc(C(C)C)s2)nc2c1c(=O)n(C)c(=O)n2C	0.2	-5.3	-1.8	-2.9	-4.5	-2.7	6.8	-2.3	-25.1
CC(C)CCc1noc(CN2CCC(CCN3CCCC3=O)CC2)n1	0.3	-9.9	-14.5	-2.0	-2.5	2.9	-1.7	-2.6	-17.7
CCc1cc(=O)[nH]c(-n2[nH]c(-c3ccccc3)cc2=O)n1	-1.2	-5.4	22.8	-1.2	-1.0	-8.5	-6.7	3.4	-17.2
Cc1cc(C(=O)CN2C(=O)c3cccc(N)c3C2=O)c(C)n1Cc1cccs1	-2.5	2.1	1.8	61.6*	19.1	-14.5	0.6	6.1	-1.4
CC(C)(C)c1ccc(/C=C/C(=O)c2ccc(NC3=NCCCS3)cc2)cc1	3.4	-7.4	-0.6	-3.6	-11.6	9.7	-1.9	-1.1	-16.4
COc1cccc(C(=O)NCCC2=CCCCC2)c1OC	-0.8	-1.4	-0.1	2.4	-1.6	-33.6	-9.0	-2.6	-6.2
CCN(CC)CCN(C)C1CCC(c2ccccc2)CC1 (stereo unspecified)	8.9	-3.7	1.5	2.7	-1.3	-35.2	-8.7	3.5	-24.4
O=C(Nc1ccncc1)C1COc2ccccc2O1 (stereo unspecified)	-1.8	-15.6	-0.8	-2.7	3.2	-15.0	-1.3	-2.6	-12.3
CCc1ccc(NC(=O)C2CCCN(S(=O)(=O)c3c(C)[nH]c(=O)[nH]c3=O)C2)cc1 (stereo unspecified)	2.3	1.1	-31.8	-2.6	-1.3	-4.7	15.8	3.6	0.2
Cc1nc2cc(NS(=O)(=O)c3ccc(Br)cc3)ccc2n1C	0.8	5.5	7.8	-3.8	-0.7	8.3	2.9	2.6	x
OCCN1CCN(C(=S)c2ccc(Cl)cc2)CC1	-2.8	0.1	5.6	39.5	53.1*	-2.7	11.1	6.0	1.0
O=C(CSc1nnc(Cc2ccccc2)o1)c1ccccc1	6.8	-4.6	17.6	x	x	-10.9	-4.3	-2.5	3.1
CCCN(Cc1cc2ccc(C)cc2[nH]c1=O)S(=O)(=O)c1ccccc1	3.2	-3.6	0.5	-1.7	2.6	-0.8	1.9	-2.9	15.8
CC1(c2ccc(OC(F)F)cc2)NC(=O)N(CC(=O)Nc2ccc3c(c2)OCO3)C1=O (stereo unspecified)	-0.6	-3.6	0.5	3.2	-0.3	8.1	2.2	1.0	2.9
COc1cc2c(cc1NC(=O)C(C)N1CCN(S(=O)(=O)c3ccccc3[N+](=O)[O-])CC1)oc1ccccc12 (stereo unspecified)	6.5	-8.7	30.1	-10.4	-1.7	-3.8	-6.4	-7.3	-1.3
O=C(CSc1nc2ccccc2s1)NCCCN1CCOCC1	5.6	-8.3	2.0	1.2	-0.8	-0.2	-2.8	1.9	-5.4
C#Cc1ccc([C@H]2C=C(C(=O)N3CCN(Cc4ccccc4)CC3)O[C@@H](OCc3ccc(CO)cc3)C2)cc1	2.0	-12.3	16.3	-12.5	-7.8	11.0	-12.7	1.5	x
CN(C)CCCNS(=O)(=O)c1ccc(Cl)s1	2.6	-11.2	-14.5	1.9	0.4	-9.6	-9.3	-1.9	-21.8
O=C(Cc1ccccc1)Nc1ccc(N2CCCC2)cc1	-2.5	0.2	2.6	-5.7	6.0	-4.7	-5.2	1.0	-13.3
CCS(=O)(=O)N1CCN(Cc2ccccc2OC)CC1	-0.9	0.3	1.1	1.2	-1.7	-19.4	3.6	-1.8	-4.4
CC(C)S(=O)(=O)c1cnc(-c2cccnc2)nc1N	x	-6.9	7.4	-0.7	2.0	7.8	6.6	5.9	-16.1
CCN(CC)c1ccc(NC(=O)CN2CCN(c3ccc(F)cc3)CC2)cc1	3.5	-6.5	-0.6	3.5	4.6	-6.0	-8.8	-3.9	-12.2
CCOc1ccc(NC(=O)c2cccc(OC(=S)N3CCC(C)CC3)c2)cc1	3.7	-5.9	-0.8	2.7	-0.4	5.0	-19.1	-4.8	-1.8
O=C(CN1CCCC1)Nc1cc(C(F)(F)F)ccc1Cl	-2.8	-4.9	-13.3	-1.7	-0.7	16.1	-11.4	5.2	-0.2
N=c1sccn1CC(=O)Nc1cc(Cl)ccc1[N+](=O)[O-]	0.1	-9.9	14.5	-6.5	0.9	-6.3	-6.4	-4.3	-20.5
O=C(Nc1nnc(SCc2c(Cl)cccc2Cl)s1)c1ccc2ncsc2c1	1.0	0.5	110.5*	-0.1	0.4	-2.0	-19.4	3.6	-3.4
N#C/C(=C\Nc1ccc2c(c1)OCCO2)c1nc(-c2ccccc2)cs1	-5.1	1.9	4.2	-14.6	-4.7	0.0	1.0	5.7	x
O=c1[nH]c(CN2CCN(S(=O)(=O)c3ccccc3C(F)(F)F)CC2)nc2sc3c(c12)CCCC3	4.9	-7.0	-0.8	-11.1	-1.1	4.1	-3.7	-1.4	-0.3
c1ccc(Nc2nc(CSc3ncn[nH]3)cs2)cc1	-3.8	1.1	2.8	3.0	8.7	-6.1	-8.1	8.8	-2.6
CC1CC(=O)N(C)c2cc([N+](=O)[O-])ccc2N1 (stereo unspecified)	-2.3	-3.2	11.9	-2.2	0.7	4.6	-2.8	2.5	-13.9

Screens deposited in PubChem by several laboratories.
